SKBR3 24h inh: SK-BR-3 proliferation inhibitors; SK-BR-3 viability, CellTiter-Glo ATP luminescence, 24 h; active compounds read low; viability, % at 10 µM; actives 0.47% (n = 41,000); AID 847;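 active = viability at or below the median of all test compounds minus 3 SD, in both replicates if run twice, cut at about 45% in these data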;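 note: 100% = median untreated cell wells and 0% = median positive control drug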
* marks the source's active call; other numbers are inactive results. The list is partial; the hit share may differ from the screen's.

SMILES | SKBR3 24h inh
CCc1ccccc1NC(=O)CSc1nnc([C@@H]2CCCN2C(=O)OC(C)(C)C)o1 | 91
Cc1csc(=N)n1-c1ccc(Cl)cc1 | 86
Cc1cc(NC(=O)c2cc(-c3cccs3)on2)no1 | 69
COC(=O)c1cc(NC(=O)CSc2nc(C)cc(=O)[nH]2)cc(C(=O)OC)c1 | 100
CC(=O)C1=C(O)C(=O)N(Cc2ccco2)C1c1ccc2c(c1)OCO2 (stereo not given) | 101
Cc1ccc(N2C(=O)CC(Cn3nc(C)cc3C)C2=O)cc1 (stereo not given) | 74
Cc1nc2ccccc2c(=O)n1NC(=O)c1c(O)c2ccccc2n(C)c1=O | 93
CSc1ccccc1NC(=O)c1noc2c1CCC2 | 87
O=C(O)c1ccc(-c2ccccc2C(F)(F)F)o1 | 82
c1ccc(-c2[nH]ncc2-c2nc3ccccc3[nH]2)cc1 | 43*
NC(=O)CSc1nc(-c2ccccc2Cl)ns1 | 92
CCOC(=O)Cn1c(=N)n(Cc2ccccc2F)c2ccccc21 | 79
O=C1CC(N2CCN(c3nc4ccccc4s3)CC2)C(=O)N1Cc1cccs1 (stereo not given) | 88
CCOC(=O)c1nnn(-c2nonc2-n2cccc2)c1CN1CCC(C)CC1 | 86
COC(=O)c1ccccc1NC(=O)c1cnn2c(C(F)F)cc(C3CC3)nc12 | 83
CCOC(=O)c1[nH]c(=O)[nH]c1COC(=O)c1cc2ccccc2o1 | 99
CCCCN(C(=O)NC(=O)C1=C(N2CCOCC2)/C(=C/c2ccccc2)CC1)S(C)(=O)=O | 102
Cc1c(C(=O)OCC(=O)c2ccc3c(c2)OCCO3)oc2ccccc12 | 70
COc1ccc(NC(=O)CSc2nnc(CN3CCOCC3)n2-c2ccccc2)cc1Cl | 91
Fc1ccc(-c2nn3c(C4COc5ccccc5O4)nnc3s2)cc1 (stereo not given) | 71
CC1(C)CC(=O)c2c(O)cc(O)cc2O1 | 89
O=C(O)c1ccccc1C(=O)OCc1ccccc1 | 108
COc1ccc(N2C(=O)CC(Cc3ccccc3)C2=O)cc1 (stereo not given) | 107
CC(=O)N1CCN(C(=O)CCc2c[nH]c3ccccc23)CC1 | 82
CCn1c(COc2ccccc2)nnc1SCC(=O)Nc1cc(OC)ccc1OC | 76
CN1C(=O)c2c(sc3c2CCCC3)NC1c1ccccc1O (stereo not given) | 113
Cc1cc(NC(=O)c2cnn3cccnc23)n(-c2ccccc2)n1 | 89
COc1ccc(NC(=O)c2ccco2)cc1N | 88
O=C(O)CN(c1ccccc1F)S(=O)(=O)c1ccccc1 | 95
c1ccc2c(c1)[nH]c1c(N3CCSCC3)ncnc12 | 77
CSc1nnnn1CCn1nnnc1SC | 96
COc1ccc(C)cc1C(=O)C1CC(C(=O)O)C(C)(C)C1C (stereo not given) | 87
COc1ccc(S(=O)(=O)N2CCC(n3cnc4cc(C(F)(F)F)ccc43)CC2)cc1 | 106
O=C1CCCC2=C1C1(CCCC1)N=C(Nc1nc3ccccc3o1)N2 | 106
Cc1cc(OCC(=O)Nc2ccc(S(=O)(=O)N3CCN(C)CC3)cc2)cc(C)c1Cl | 86
COc1ccc2cc(C(c3nnnn3Cc3ccc(F)cc3)N3CCCCCC3)c(=O)[nH]c2c1 (stereo not given) | 76
Cc1ccc(-c2nnn(CC(=O)N(c3cccc(F)c3)C(C(=O)NC3CCCC3)c3ccco3)n2)o1 (stereo not given) | 103
CCC1CCCCN1c1nc(-c2cccc(OC)c2O)nc2ccccc12 (stereo not given) | 81
COc1ccc(Nc2oc(-c3cccs3)nc2C#N)cc1 | 95
Cn1c(=O)n(CC(=O)N2CCOCC2)c2ccccc21 | 101
CCc1c(C)sc(NC(=O)c2cc(-c3ccco3)on2)c1C#N | 89
CCc1nc(SCC(=O)Nc2cc(C)on2)c2c(C)c(C)sc2n1 | 91
Cc1ccc2c(c1)N(CC(=O)c1cccc(Cl)c1)C(=O)C(C)O2 (stereo not given) | 98
O=S(=O)(c1cccs1)N1CN(CC2CCCO2)c2nc3ccccc3nc21 (stereo not given) | 77
COc1ccc(-n2c(COc3ccccc3)nnc2SCc2ccc(C#N)cc2)cc1 | 87
CCOCCn1cnc2sc(C(=O)Nc3nc(C)c(C(=O)OCC)s3)c(C)c2c1=O | 92
O=C(Nc1cccc(C(F)(F)F)c1)c1cccnc1N1CCCC1 | 94
CCOc1ccc(CC(=O)Nc2c(C(N)=O)oc3ccccc23)cc1OCC | 34*
Cc1ccc(OC(=O)c2cccc(C(=O)Oc3ccc(C)cn3)n2)nc1 | 101
O=C(CCSc1ccccc1)NCCN1CCOCC1 | 87
(continued)
SMILES | SKBR3 24h inh
Cc1ccccc1N1C(=O)N(c2cccc(C(F)(F)F)c2)C2CS(=O)(=O)CC21 (stereo not given) | 92
COc1cccc(-c2nnc(NC(=O)c3ccc(S(=O)(=O)N4CCOCC4)cc3)o2)c1 | 56
Nc1[nH]c(=S)[nH]c(=O)c1-c1ccccc1 | 91
COCCNC(=O)Cn1c(=O)n(Cc2ccc(C(=O)NCc3ccco3)cc2)c(=O)c2ccccc21 | 91
Nc1c(C(=O)NCC2CCCO2)c2nc3ccccc3nc2n1/N=C/c1ccncc1 (stereo not given) | 84
COc1ccc(OCCCON2C(=O)c3ccccc3C2=O)cc1 | 92
O=C(Nc1ccon1)C(Sc1ccccc1)c1ccccc1 (stereo not given) | 93
CCCOc1ccc(Cc2nc(N)nc(N)n2)cc1 | 68
ONC=Nc1cccc2nonc12 | 113
COCCn1c(CN2CCN(c3ccccc3)CC2)nc2c1c(=O)n(C)c(=O)n2C | 90
COc1ccc(CNC(=O)Nc2cccs2)cc1OC | 87
COC(=O)CSc1nnc(-c2ccco2)n1-c1ccc(C)cc1 | 91
Cc1cc(C)n2c3c(c(C#N)c2n1)CC(C)(C)OC3 | 95
COc1ccc(C(=O)C(OC(=O)CNC(=O)c2ccco2)c2ccccc2)cc1 (stereo not given) | 96
COc1ccc(Cl)cc1NC(=O)C1CC(=O)N(c2ccc(F)cc2)C1 (stereo not given) | 90
COc1ccc(NS(=O)(=O)c2ccc(OC)c(OC)c2)cc1OC | 93
O=C(CSc1nc(-c2ccco2)cc(C(F)(F)F)n1)Nc1ccc2c(c1)OCO2 | 78
Nc1ncnc2c1ncn2C1CCC(CO)C(O)C1 (stereo not given) | 99
O=C(CN1CCN(c2ccccc2)CC1)Nc1nccs1 | 98
COc1ccc(CN2CCCCCC2)c(C)c1C | 105
COc1ccc(S(=O)(=O)C(C#N)c2nc3ccccc3nc2N2CCC(C)CC2)cc1 (stereo not given) | 88
c1ccc(CSc2nnc(-c3ccco3)c(-c3ccco3)n2)cc1 | 94
CCOC(=O)c1cc(CC)sc1NC(=O)C1CC1 | 95
CCOc1ccc(-c2nnn(CCC(=O)O)n2)cc1OC | 88
Cc1noc(C)c1CSc1nnc2scc(-c3ccc(Cl)cc3)n12 | 84
CCCC(c1nnnn1CS(=O)(=O)c1ccc(C)cc1)N1CCN(c2ccccc2)CC1 (stereo not given) | 55
Cc1c(C(=O)NCc2cccnc2)oc2ccc(S(=O)(=O)N3CCCC(C)C3)cc12 (stereo not given) | 80
COC(=O)c1ccccc1NC(=O)c1cc(-c2ccc(OC)c(OC)c2)on1 | 81
Clc1ccc(C2=Nn3c(nnc3-c3n[nH]c4c3CCC4)SC2)cc1Cl | 91
CC1CN(c2nc3c(c(=O)[nH]c(=O)n3C)n2Cc2ccccc2F)CC(C)O1 (stereo not given) | 104
O=C(NCC(=O)N(c1ccccc1F)C(C(=O)NCC1CCCO1)c1ccccc1)c1ccco1 (stereo not given) | 92
COc1ccc(C(=O)c2c[nH]c3ccccc23)cc1 | 100
Cc1ccc(-c2nc(C#N)c(NCc3cccc4c3OCO4)o2)cc1 | 100
COCCCNC(=O)CSc1ccc(Cl)cc1 | 93
COCCn1c(SCC(=O)Nc2sc(C)c(C)c2C#N)nnc1-c1ccc(OC)cc1 | 83
Cc1occc1-c1nnc(SCC(=O)c2ccc(Cl)cc2)n1C | 100
N#Cc1nc(COc2cccc(Cl)c2)oc1NCc1ccncc1 | 82
COc1cc(CSc2ncn[nH]2)c(OC)cc1CSc1ncn[nH]1 | 88
CCCCS(=O)(=O)N1CN(S(=O)(=O)CCCC)C2NC(=O)NC21 (stereo not given) | 92
COc1ccc(OC)c(NC(=O)CCN2CCCC(C)C2)c1 (stereo not given) | 115
O=C(CSc1nnnn1-c1ccccc1)Nc1nsc(-c2ccc(Cl)cc2)n1 | 79
O=C(CCn1c(=O)oc2ccccc21)N1CCN(c2ccccc2F)CC1 | 93
CCCCNc1cc(C(=O)O)cc(S(N)(=O)=O)c1Oc1ccccc1 | 75
Cc1nc2oc3c(NCC4CCCO4)ncnc3c2c2c1COC(C)(C)C2 (stereo not given) | 100
N#CC1=C(N)Oc2cc3c(cc2C1c1ccc(Cl)cc1)OCO3 (stereo not given) | 97
CCOC(=O)N1CCN(C(=O)c2oc3ccc(S(=O)(=O)N4CCCCCC4)cc3c2C)CC1 | 79
Cc1nn(-c2nc3ccccc3[nH]2)c(N)c1-c1ccccc1 | 76
COC(=O)c1ccccc1NC(=O)N1c2ccccc2CC1C (stereo not given) | 99
CCOC(=O)c1ccc(N2C(=O)c3n[nH]c(C)c3C2c2ccccc2)cc1 (stereo not given) | 97
Cc1cc(NS(=O)(=O)c2ccc(NC(=O)Nc3cccc(Cl)c3)cc2)no1 | 97

In a second layout: 20 of the compounds above.
| mol | SKBR3 24h inh |
| --- | --- |
| COC(=O)c1ccccc1NC(=O)c1cc(-c2ccc(OC)c(OC)c2)on1 | 81 |
| Clc1ccc(C2=Nn3c(nnc3-c3n[nH]c4c3CCC4)SC2)cc1Cl | 91 |
| CC1CN(c2nc3c(c(=O)[nH]c(=O)n3C)n2Cc2ccccc2F)CC(C)O1 (stereo not given) | 104 |
| O=C(NCC(=O)N(c1ccccc1F)C(C(=O)NCC1CCCO1)c1ccccc1)c1ccco1 (stereo not given) | 92 |
| COc1ccc(C(=O)c2c[nH]c3ccccc23)cc1 | 100 |
| Cc1ccc(-c2nc(C#N)c(NCc3cccc4c3OCO4)o2)cc1 | 100 |
| COCCCNC(=O)CSc1ccc(Cl)cc1 | 93 |
| COCCn1c(SCC(=O)Nc2sc(C)c(C)c2C#N)nnc1-c1ccc(OC)cc1 | 83 |
| Cc1occc1-c1nnc(SCC(=O)c2ccc(Cl)cc2)n1C | 100 |
| N#Cc1nc(COc2cccc(Cl)c2)oc1NCc1ccncc1 | 82 |
| COc1cc(CSc2ncn[nH]2)c(OC)cc1CSc1ncn[nH]1 | 88 |
| CCCCS(=O)(=O)N1CN(S(=O)(=O)CCCC)C2NC(=O)NC21 (stereo not given) | 92 |
| COc1ccc(OC)c(NC(=O)CCN2CCCC(C)C2)c1 (stereo not given) | 115 |
| O=C(CSc1nnnn1-c1ccccc1)Nc1nsc(-c2ccc(Cl)cc2)n1 | 79 |
| O=C(CCn1c(=O)oc2ccccc21)N1CCN(c2ccccc2F)CC1 | 93 |
| CCCCNc1cc(C(=O)O)cc(S(N)(=O)=O)c1Oc1ccccc1 | 75 |
| Cc1nc2oc3c(NCC4CCCO4)ncnc3c2c2c1COC(C)(C)C2 (stereo not given) | 100 |
| N#CC1=C(N)Oc2cc3c(cc2C1c1ccc(Cl)cc1)OCO3 (stereo not given) | 97 |
| CCOC(=O)N1CCN(C(=O)c2oc3ccc(S(=O)(=O)N4CCCCCC4)cc3c2C)CC1 | 79 |
| Cc1nn(-c2nc3ccccc3[nH]2)c(N)c1-c1ccccc1 | 76 |

Next compounds
SMILES | SKBR3 24h inh
N#CC1=C(N)Oc2cc(O)ccc2C1C1CCCCC1 (stereo not given) | 88
O=S(=O)(NC1=NCCCCC1)c1cccs1 | 99
Cc1ccc2c(c1)c1ncnc(N3CCN(c4ccccc4)CC3)c1n2C | 85
CC(C)C(c1nnnn1C1CCCCC1)N1CCOCC1 (stereo not given) | 95
CCc1c(C)nc(N)n2c(SCC(=O)N3CCCc4ccccc43)nnc12 | 58
COc1ccc(N2CCN(C(=O)CSc3ncnc4c3cnn4-c3ccc(OC)cc3)CC2)cc1 | 93
O=C(Nc1ccon1)c1cnc2sccn2c1=O | 94
Cc1noc(C)c1S(=O)(=O)N1CCC(Cc2ccccc2)CC1 | 79
COc1ccc2c(C)c(C(=O)NCC(C)O)oc2c1OC (stereo not given) | 100
CCCC(C(=O)NCC1CCCO1)N(Cc1ccco1)C(=O)CNS(=O)(=O)c1ccc(F)cc1 (stereo not given) | 99
O=C(Cn1c(C(=O)N2CCN(C3CCCCC3)CC2)cc2sccc21)c1ccccc1 | 71
O=C(CS(=O)(=O)c1cn(Cc2ccc(F)cc2)c2ccccc12)N1CCCCC1 | 81
Cc1noc(C)c1C(=O)Nc1nnc(-c2ccccc2)s1 | 75
O=C(c1ccc(S(=O)(=O)N2CCOCC2)cc1)N1CCN(c2ccccc2F)CC1 | 85
Cn1c(Cc2csc(N)n2)nnc1SCC(=O)NC1CCCCC1 | 89
COc1cccc(N(CC(=O)NCCSc2ccccc2)S(C)(=O)=O)c1 | 96
CCOC(=O)c1c(CN2CCOCC2)n(C)c2cc(Br)c(O)c(CN(C)C)c12 | 82
Cc1ccc(-c2nnc(COc3cccc(-n4cnnn4)c3)o2)cc1 | 96
COc1ccccc1C1CC(c2ccc(C)cc2)Nc2ncnn21 (stereo not given) | 93
O=C(NC(=O)c1ccc(Cl)c(Cl)c1)OC1CCS(=O)(=O)C1 (stereo not given) | 97
OC(COCC1COc2ccccc2O1)CN1CCc2ccccc2C1 (stereo not given) | 70
COc1cccc(C(=O)OC2CCCN(C)C2)c1 (stereo not given) | 75
COC(=O)c1cccc(NC(=O)CN2CCOCC2)c1 | 95
CCOC(=O)Nc1ccc2c(c1)ncn2C1CCCCC1 | 98
Clc1ccc(-n2ncc3c(NCCCn4ccnc4)ncnc32)cc1 | 80
CC(=O)NC(c1ccccc1)c1nc2ccccc2[nH]1 (stereo not given) | 103
Cc1cccc(C(=O)OCc2cc3ccccc3[nH]c2=O)c1 | 104
CCCc1nc2ccccc2c(=O)n1/N=C/c1c(C)[nH]n(-c2ccc(C)cc2)c1=O | 102
O=C(CSc1nnc(-c2cccnc2)n1Cc1ccco1)Nc1nc(-c2ccc(F)cc2)cs1 | 96
NC(=O)c1cc(N)ccc1N1CCCC1 | 99
Cc1cc(NC2C3CC4CC(C3)CC2C4)n2ncnc2n1 (stereo not given) | 88
CCOC(=O)COn1c(=O)c(-c2ccc(OC)c(OC)c2)[n+]([O-])c2ccccc21 | 107
CCN1C(=O)c2cccc3c(S(=O)(=O)NC(Cc4c[nH]c5ccccc45)C(=O)O)ccc1c23 (stereo not given) | 96

Source: PubChem BioAssay (SRMLSC)
